Screening results from PubChem.
PRC2 inh: EZH2 (human) methyltransferase inhibition | Q15910 | PRC2 H3K27 methylation, DELFIA TRF, 1 h | inhibition, % at 12.5 µM | 57,000 compounds, 0.35% hits | AID 651548;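 active = mean inhibition of replicates at least 50% and every single replicate also reaching 50%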;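 also: dimethyl H3K27 on biotinylated H3 21-44 peptide detected by antibody; plate controls were median neutral control wells for no effect and median positive control wells for full effect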
IDH1 mut inh: IDH1 R132H (human) inhibition. O75874. IDH1 R132H reductase, diaphorase/resazurin fluorescence, 60 min. inhibition, % at 10 µM. 70,000 compounds, 0.18% hits. AID 624101; in the data active = inhibition above about 34%;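 also: 0% = DMSO and 100% = no enzyme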
Target sequence (O75874 whole entry R132H): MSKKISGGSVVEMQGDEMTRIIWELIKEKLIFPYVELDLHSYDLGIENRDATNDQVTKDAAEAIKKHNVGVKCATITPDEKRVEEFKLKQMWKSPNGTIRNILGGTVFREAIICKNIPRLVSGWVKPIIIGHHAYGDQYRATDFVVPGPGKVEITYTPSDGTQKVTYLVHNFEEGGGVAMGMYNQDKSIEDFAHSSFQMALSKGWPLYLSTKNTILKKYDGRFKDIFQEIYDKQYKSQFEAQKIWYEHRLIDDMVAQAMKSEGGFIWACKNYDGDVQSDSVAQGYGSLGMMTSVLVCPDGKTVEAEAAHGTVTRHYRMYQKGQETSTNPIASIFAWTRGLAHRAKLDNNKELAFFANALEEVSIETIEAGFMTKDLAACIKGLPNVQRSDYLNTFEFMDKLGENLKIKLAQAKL
* hit, by the source's call; nt = no result given. Some of the compounds tested; rates above refer to the full screens.

| mol | PRC2 inh | IDH1 mut inh |
| --- | --- | --- |
| C[C@H](NC(=O)C[C@H]1C[C@H]2c3cc(NC(=O)C4CCOCC4)ccc3O[C@H]2[C@H](CO)O1)c1ccccc1 | 1.1 | 1.5 |
| CN(C)CCCNC(=O)C[C@H]1C=C[C@H](NC(=O)c2ccccc2F)[C@@H](CO)O1 | 12.0 | -0.2 |
| C/C=C/c1cnc2c(c1)C(=O)N([C@H](C)CO)C[C@@H](C)[C@H](CN(C)C(=O)Cc1ccccc1)O2 | -12.2 | 0.3 |
| CN(C)CC(=O)Nc1ccc2c(c1)[C@H]1C[C@@H](CC(=O)NCc3cccnc3)O[C@H](CO)[C@H]1O2 | 14.4 | 0.2 |
| O=C(C[C@@H]1C=C[C@H](NC(=O)c2ccccc2)[C@H](CO)O1)NCCc1ccncc1 | 6.6 | 0.1 |
| C[C@@H]1CCCCO[C@@H](CN(C)S(=O)(=O)c2cccs2)[C@@H](C)CN([C@@H](C)CO)C(=O)c2cc(NS(=O)(=O)c3cccs3)ccc2O1 | nt | 0.7 |
| COc1ccc(NC(=O)N(C)C[C@@H]2Oc3ccc(NS(=O)(=O)c4ccc(F)cc4)cc3C(=O)N([C@H](C)CO)C[C@@H]2C)cc1 | nt | 0.9 |
| COCC(=O)Nc1ccc2c(c1)OC[C@H](C)N(C(=O)c1cnccn1)C[C@@H](C)[C@@H](OC)CN(C)C2=O | 1.5 | 0.3 |
| C[C@@H]1CN([C@H](C)CO)C(=O)CCCn2nncc2CO[C@H]1CN(C)S(=O)(=O)c1ccc(Oc2ccccc2)cc1 | nt | -0.1 |
| COC(=O)CNC(=O)c1cc(-c2ccncc2)nc2c(C)c(Cl)ccc12 | -2.9 | -0.2 |
| COc1ccc(CCN2C(=O)[C@@]3(Cc4ccccc42)c2ccccc2C(=O)N(Cc2ccccc2C(F)(F)F)[C@H]3c2ccc(CO)cc2)cc1 | -11.1 | nt |
| CO[C@H](CN(C)C(=O)c1ccccc1F)[C@H](C)CN([C@@H](C)CO)S(=O)(=O)c1ccc(F)cc1 | -7.0 | -0.1 |
| O=C(C[C@@H]1CC[C@@H](NC(=O)C2CCC2)[C@@H](CO)O1)NC1CCCCC1 | -6.9 | -0.4 |
| COCCCNc1ncnc(N)c1[N+](=O)[O-] | -1.7 | -0.6 |
| O=C(CSc1nc2ccccc2s1)Nc1cccc(Cl)c1Cl | 31.4 | 0.1 |
| CCC(=O)Nc1ccc2c(c1)C(=O)N(C)C[C@@H](OC)[C@@H](C)CN(CCC(F)(F)F)[C@H](C)CO2 | 16.1 | 0.2 |
| C[C@@H]1CN([C@H](C)CO)C(=O)CCCn2cc(nn2)CO[C@H]1CN(C)C(=O)Nc1ccc2c(c1)OCCO2 | -3.6 | 4.7 |
| C[C@H]1CN([C@@H](C)CO)C(=O)c2cc(C3=CCCCC3)cnc2O[C@H]1CN(C)C(=O)Cc1ccccc1 | nt | 0.3 |
| COc1ccc(S(=O)(=O)Nc2ccc3c(c2)CC(=O)N([C@@H](C)CO)C[C@H](C)[C@H](CN(C)S(=O)(=O)c2ccccc2)O3)cc1 | nt | -2.9 |
| CCCC(=O)Nc1ccc2c(c1)C(=O)N(C)C[C@H](OC)[C@H](C)CN(Cc1ccccc1)[C@@H](C)CO2 | -6.3 | -0.6 |
| CC(C)NC(=O)Nc1ccc2c(c1)C(=O)N([C@H](C)CO)C[C@H](C)[C@@H](CN(C)Cc1ccc(Cl)c(Cl)c1)OCCCC[C@H](C)O2 | nt | 2.9 |
| CO[C@@H]1CN(C)C(=O)c2ccc(NC(=O)C3CCOCC3)cc2OC[C@H](C)N(Cc2cccnc2)C[C@@H]1C | -2.6 | 0.1 |
| COC(=O)c1ccccc1NC(=O)CSc1nc2ncccc2[nH]1 | nt | -0.6 |
| CC(=O)N(C)C[C@@H]1Oc2ncc(-c3ccc(C)cc3)cc2C(=O)N([C@H](C)CO)C[C@H]1C | -18.9 | -10.3 |
| CN1C(=O)C(Cc2c[nH]c3ccccc23)NC1=S (centres undefined) | nt | -1.6 |
| CCC(=O)Nc1ccc2c(c1)C(=O)N(C)C[C@H](OC)[C@@H](C)CN(Cc1ccccc1C(=O)O)[C@H](C)CO2 | -3.2 | -0.5 |
| C[C@@H]1CN([C@H](C)CO)C(=O)c2cc(C#Cc3ccccc3F)cnc2O[C@@H]1CN(C)S(=O)(=O)c1ccccc1F | nt | 0.0 |
| COc1ccc(CN(C)C[C@H]2OCCCC[C@H](C)Oc3ccc(NS(=O)(=O)c4ccc(C)cc4)cc3C(=O)N([C@@H](C)CO)C[C@H]2C)cc1 | nt | -1.6 |
| C[C@H](CO)N1C[C@H](C)[C@@H](CN(C)S(=O)(=O)c2ccc(Cl)cc2)Oc2ccc(N(C)C)cc2C1=O | nt | -1.9 |
| C[C@@H]1CCCCO[C@@H](CN(C)C(=O)Nc2ccc(C(F)(F)F)cc2)[C@H](C)CN([C@H](C)CO)C(=O)c2cc(NS(C)(=O)=O)ccc2O1 | nt | 0.7 |

Compound profiles, as listed above. Values in the order: PRC2 inh | IDH1 mut inh
CO[C@@H]1CN(C)C(=O)c2ccc(NC(=O)C3CCOCC3)cc2OC[C@H](C)N(Cc2cccnc2)C[C@@H]1C is listed with -2.6 | 0.1
CN1C(=O)C(Cc2c[nH]c3ccccc23)NC1=S (centres undefined) is listed with nt | -1.6
COc1ccc(CN(C)C[C@H]2OCCCC[C@H](C)Oc3ccc(NS(=O)(=O)c4ccc(C)cc4)cc3C(=O)N([C@@H](C)CO)C[C@H]2C)cc1 is listed with nt | -1.6
CC(=O)N(C)C[C@@H]1Oc2ncc(-c3ccc(C)cc3)cc2C(=O)N([C@H](C)CO)C[C@H]1C is listed with -18.9 | -10.3
C[C@H](CO)N1C[C@H](C)[C@@H](CN(C)S(=O)(=O)c2ccc(Cl)cc2)Oc2ccc(N(C)C)cc2C1=O is listed with nt | -1.9

Other structures:
| mol | PRC2 inh | IDH1 mut inh |
| --- | --- | --- |
| Cn1c(SCC(=O)Nc2ccc(Br)cc2)nnc1-c1cccnc1 | -3.1 | -0.1 |
| C[C@@H]1CN([C@H](C)CO)C(=O)Cc2cc(NC(=O)Cc3ccccc3)ccc2O[C@@H]1CN(C)CC1CCCCC1 | -19.8 | nt |
| C[C@@H]1CN([C@H](C)CO)C(=O)c2cccc(N(C)C)c2O[C@H]1CN(C)Cc1ccc(Oc2ccccc2)cc1 | -1.4 | 0.3 |
| Cc1ccc(S(=O)(=O)N(C)C[C@@H]2Oc3ccc(NC(=O)CCN4CCOCC4)cc3C(=O)N([C@@H](C)CO)C[C@H]2C)cc1 | -26.1 | nt |
| COc1ccc(CN(C)C[C@H]2Oc3ccc(NS(C)(=O)=O)cc3CC(=O)N([C@@H](C)CO)C[C@H]2C)cc1 | -12.5 | -0.4 |
| COc1cccc(C(=O)Nc2ccc3c(c2)OC[C@@H](C)N(CC2CC2)C[C@H](C)[C@H](OC)CN(C)C3=O)c1 | 5.8 | -0.5 |
| O=C(C[C@@H]1C[C@H]2c3cc(NC(=O)C4CCC4)ccc3O[C@H]2[C@@H](CO)O1)NC1CCCC1 | 0.7 | -0.3 |
| COc1ccc(S(=O)(=O)Nc2ccc3c(c2)CC(=O)N([C@H](C)CO)C[C@H](C)[C@H](CN(C)Cc2ccc(C(=O)O)cc2)O3)cc1 | nt | 2.1 |
| C[C@@H]1CN([C@H](C)CO)C(=O)c2cccc(NC(=O)Nc3cccc4ccccc34)c2O[C@@H]1CN(C)C(=O)Nc1cccc2ccccc12 | nt | -1.4 |
| CNC[C@H]1Oc2ccc(NC(=O)CCCN(C)C)cc2CC(=O)N([C@H](C)CO)C[C@@H]1C | -2.4 | 4.9 |
| CC(C)C#Cc1cnc2c(c1)C(=O)N([C@H](C)CO)C[C@H](C)[C@H](CN(C)C(=O)c1ccccc1)O2 | nt | -0.5 |
| CCCC#Cc1ccc2c(c1)O[C@H](CN(C)C(=O)Nc1ccccc1F)[C@@H](C)CN([C@H](C)CO)S2(=O)=O | -6.7 | 1.8 |
| CC(C)CC#Cc1ccc2c(c1)O[C@@H](CN(C)CC1CC1)[C@@H](C)CN([C@@H](C)CO)S2(=O)=O | 0.3 | -1.0 |
| CC(=O)c1cccc(NC(=O)CN(Cc2ccc(Cl)cc2)S(C)(=O)=O)c1 | 1.6 | -0.2 |
| CCCC(=O)Nc1ccc2c(c1)OC[C@@H](C)N(Cc1ccccc1OC)C[C@@H](C)[C@H](OC)CN(C)C2=O | 2.5 | 0.0 |
| CCNC(=O)C[C@H]1CC[C@@H](NC(=O)C2CC2)[C@@H](CO)O1 | -2.4 | 0.4 |
| CO[C@@H]1CN(C)C(=O)c2ccc(NS(C)(=O)=O)cc2OC[C@@H](C)N(C)C[C@@H]1C | 2.9 | 0.0 |
| CCN[C@H]1CN(CCCOC)S(=O)(=O)c2sc(S(N)(=O)=O)cc21 | -3.0 | -0.4 |
| CCCNC(=O)Nc1ccc2c(c1)C(=O)N(C)C[C@H](OC)[C@@H](C)CN(CC1CCCC1)[C@H](C)CO2 | 9.5 | -0.1 |
| CCC(=O)N(C)C[C@@H]1Oc2cc(C#Cc3ccccn3)ccc2S(=O)(=O)N([C@H](C)CO)C[C@@H]1C | -8.8 | -11.0 |

A different layout for part of the listing above:
Every second line gives: PRC2 inh | IDH1 mut inh
CO[C@@H]1CN(C)C(=O)c2ccc(NS(C)(=O)=O)cc2OC[C@@H](C)N(C)C[C@@H]1C
  2.9 | 0.0
CCN[C@H]1CN(CCCOC)S(=O)(=O)c2sc(S(N)(=O)=O)cc21
  -3.0 | -0.4
CC(C)CC#Cc1ccc2c(c1)O[C@@H](CN(C)CC1CC1)[C@@H](C)CN([C@@H](C)CO)S2(=O)=O
  0.3 | -1.0

Remaining list, next part
| mol | PRC2 inh | IDH1 mut inh |
| --- | --- | --- |
| COc1ccc(CN(C)C[C@@H]2Oc3ccc(NC(=O)CCC(F)(F)F)cc3C(=O)N([C@@H](C)CO)C[C@@H]2C)cc1 | nt | 2.2 |
| O=S(=O)(N[C@H]1CC[C@H](CCNS(=O)(=O)c2ccccc2Cl)O[C@H]1CO)c1ccccc1 | -1.1 | 0.2 |
| CO[C@@H]1CN(C)C(=O)c2ccc(NS(=O)(=O)CC(F)(F)F)cc2OC[C@@H](C)N(Cc2ccccn2)C[C@H]1C | 1.2 | -0.3 |
| COc1ccc(NC(=O)CSc2ccccn2)c([N+](=O)[O-])c1 | -9.7 | -0.8 |
